Shn3 3UTR inh – reduces Shn3 3'UTR luciferase signal in osteoblasts; Clone20 osteoblast Shn3 3'UTR firefly luciferase, 24 h; inhibition, % at 12.5 µM; 360,000 tested, 0.52% active;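 active = mean inhibition of at least 75% with every replicate also reaching 75%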;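 note: 0% = median of neutral control wells and 100% = pilot-screen positive control compound; some compounds past the cut are filed as inactive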
CaV13 ICDI inh – Primary screen for inhibitors of IQ motif and Ca2+-dependent inactivation inhibitor domain binding in CACNA1D, Förster resonance energy transfer in living cells, … | HEK cells, CFP/YFP FRET ICDI-IQ, plate reader, 10 min; percent FRET-ratio fall versus neutral wells | inhibition, % at 12.3 µM | 340,000 tested, 0.098% active | AID 743397;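 active = mean replicate inhibition of at least 30% and at least 1% of replicates passing that level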;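 note: 0% = median of the neutral control wells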
iPSC survival up – hiPSC single-cell survival enhancement; survival enhancement, % at 20 µM; 360,000 tested, 0.044% active; ATPlite luminescence; 100% = ROCK inhibitor wells, 0% = DMSO; AID 602274; in the data active = survival enhancement above about 18%;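 note: cells exposed to compounds for 16 hours before the ATP read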
NR2E3 ag-1 – human photoreceptor-specific nuclear receptor agonism. Q9Y5X4. CHO-S Gal4-NCOR/VP16-NR2E3 two-hybrid, luciferase. inhibition of corepressor binding, % at 3.98 µM. 360,000 tested, 0.35% active. AID 602229;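 active = inhibition above the mean of all tested compounds plus 3 SD, cut at about 70% in these data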;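 note: 0% = DMSO with NR2E3 transfected cells and 100% = cells lacking NR2E3 construct; higher means lower luciferase signal from less NR2E3 corepressor binding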
H9c2 protect – modulators protecting cardiomyocytes from myocardial damage; 360,000 tested, 0.63% active; protection from H2O2 cell death, % at 20 µM; H9c2 cardiomyocytes, H2O2 injury protection, ATPLite, 2 h;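 active = compounds giving at least 50% protection of heart cells from peroxide-induced death in the single-dose screen, raw or plate-pattern-corrected value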;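 note: 0% = DMSO wells with peroxide and 100% = DMSO wells without peroxide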
PDI inh – blocks human protein disulfide isomerase activity | P07237 | PDI insulin aggregation turbidity, A650, 90 min | inhibition, % at 10 µM | 350,000 tested, 0.052% active | AID 588391;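 active = mean inhibition across replicates of 30% or more, whatever share of single replicates reach that level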;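 note: absorbance from insulin aggregation driven by PDI reduction with DTT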
Target sequence (P07237 whole entry, looked up): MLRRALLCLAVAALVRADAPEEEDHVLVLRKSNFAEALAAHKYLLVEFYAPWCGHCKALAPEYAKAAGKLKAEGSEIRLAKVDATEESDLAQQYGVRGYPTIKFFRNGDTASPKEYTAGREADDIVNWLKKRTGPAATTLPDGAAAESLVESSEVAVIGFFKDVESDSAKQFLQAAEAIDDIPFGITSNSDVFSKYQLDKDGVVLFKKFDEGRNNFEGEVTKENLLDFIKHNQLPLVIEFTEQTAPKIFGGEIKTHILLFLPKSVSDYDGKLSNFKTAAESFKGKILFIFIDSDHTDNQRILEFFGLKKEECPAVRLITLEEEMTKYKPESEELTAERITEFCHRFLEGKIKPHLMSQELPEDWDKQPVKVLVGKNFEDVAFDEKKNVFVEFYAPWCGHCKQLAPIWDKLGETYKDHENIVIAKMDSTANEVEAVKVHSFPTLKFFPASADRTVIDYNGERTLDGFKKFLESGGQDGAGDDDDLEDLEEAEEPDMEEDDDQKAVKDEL
NR2E3 ag-2 – activates human photoreceptor nuclear receptor NR2E3 | GST-NR2E3/biotin-RetCOR TR-FRET, 1536-well | inhibition of corepressor binding, % at 4.78 µM | AID 2300 | Q9Y5X4 | 320,000 tested, 0.12% active;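 active = percent inhibition above the cutoff of mean plus 3 SD of all tested compounds, set per screening campaign, cut at about 20% in these data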;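 note: 0% = DMSO wells and 100% = biotin wells as full block of FRET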
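Test system – NR2E3–RetCOR corepressor complex · Quantity – NR2E3 fusion 1.35 nM · Buffer or medium – Tris pH 7.5 · Incubation – Compound–protein incubation for 5 h at 4 °C · Technique – TR-FRET, Eu(K)-anti-GST donor, streptavidin-D2 acceptor, ex 340, em 617/671 nm · Evaluation – percent inhibition of 671/617 nm emission ratio versus biotin and DMSO controls · Plate – 1536-well format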
HIF-2a block – blocks HIF-2a reporter activity; 786-0 RCC cells HIF-2a reporter, luciferase luminescence, overnight; inhibition, % at 18.8 µM; 360,000 tested, 0.72% active;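 active = inhibition of the luminescence signal of 40% or more relative to plate controls, in a single-dose primary screen at 18.75 µM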
Peg3 prom inh – Peg3 promoter activity inhibition; HeLa PEG-Prom luciferase reporter, luminescence, overnight; inhibition, % at 20 µM; 360,000 tested, 1.7% active;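 active = inhibition of at least 50% at 20 µM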
m5-HT2A agonist – mouse HTR2A agonism via beta-arrestin recruitment. P35363. CHO-K1 mHTR2A beta-arrestin complementation, luminescence; percent of 30 µM serotonin response. activation, % at 7.6 µM. 360,000 tested, 0.66% active;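 active = activation above a run cutoff, the mean activation of all tested compounds plus 3 SD, cut at about 14% in these data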;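 note: 0% = plate median of compound wells and 100% = 30 µM serotonin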
Target sequence (P35363 whole entry, looked up): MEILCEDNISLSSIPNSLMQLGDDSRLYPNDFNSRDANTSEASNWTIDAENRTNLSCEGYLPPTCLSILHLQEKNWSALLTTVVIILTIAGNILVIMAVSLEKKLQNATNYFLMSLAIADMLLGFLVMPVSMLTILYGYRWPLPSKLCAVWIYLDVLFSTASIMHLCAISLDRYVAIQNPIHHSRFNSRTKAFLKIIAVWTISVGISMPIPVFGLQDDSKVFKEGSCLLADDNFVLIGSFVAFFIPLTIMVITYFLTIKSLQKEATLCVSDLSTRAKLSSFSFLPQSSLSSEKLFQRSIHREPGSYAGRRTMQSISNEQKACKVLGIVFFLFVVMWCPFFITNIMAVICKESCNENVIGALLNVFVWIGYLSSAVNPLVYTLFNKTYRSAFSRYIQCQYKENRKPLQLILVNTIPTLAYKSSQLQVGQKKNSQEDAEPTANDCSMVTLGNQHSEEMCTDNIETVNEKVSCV
MITF TRPM1 inh – MITF TRPM1 promoter inhibition in SK-MEL-5 cells | SK-MEL-5 TRPM1 promoter luciferase, 24 h | inhibition, % at 12.5 µM | 330,000 tested, 0.83% active | AID 488899;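 active = mean inhibition across replicates of 60% or more, whatever share of single replicates reaches that level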; note: values of inactives mirror those of a sister screen read the other way
Numbers without * were called inactive; · = no result given.

SMILES	Shn3 3UTR inh	CaV13 ICDI inh	iPSC survival up	NR2E3 ag-1	H9c2 protect	PDI inh	NR2E3 ag-2	HIF-2a block	Peg3 prom inh	m5-HT2A agonist	MITF TRPM1 inh
O=C(COc1ccccc1C(=O)Nc1ccccc1)c1ccc(F)cc1	6.2	-1.8	0.0	-29.8	2.8	-8.7	-3.0	-0.7	-2.0	-0.3	1.1
Nc1ncncc1-c1ccccc1Cl	10.2	-7.1	-3.1	-31.6	2.1	4.8	·	7.8	-8.2	1.8	-3.8
COc1cc2c(cc1OC)C(c1ccccc1)=NCC2	14.4	-2.7	-1.9	22.4	7.4	-3.6	-1.0	28.4	1.6	-6.7	5.3
Cc1ccc(SCC(=O)n2nc(C)cc2C)cc1	-31.2	-5.5	7.0	10.1	4.9	2.5	-1.5	17.7	1.5	3.0	13.4
O=C(Cc1cccc(F)c1)N1CCCC(CO)(Cc2ccc(F)cc2F)C1 (stereo not given)	17.7	-4.0	2.8	15.0	-1.4	14.6	4.2	12.7	18.3	-3.8	0.4
O=C1N[C@@H](Cc2ccccc2)C(=O)N2CCC[C@@H]12	7.9	-19.5	1.0	-16.9	2.3	-3.0	0.4	8.9	15.7	2.9	1.9
C#CCN(C[C@@H]1[C@@H](OC(=O)NCCCCCC)[C@@H](OC(=O)NCCCCCC)Cn2c(=O)n(CCCCCC)c(=O)n21)S(=O)(=O)c1ccc(C)cc1	21.6	-5.3	-0.9	-32.5	10.2	2.1	·	7.0	9.4	-0.2	·
Cc1noc(C)c1CCC(=O)N1CCCC(CCC(=O)NCc2ccc(F)c(F)c2)C1 (stereo not given)	-24.8	8.3	-2.3	24.2	2.3	-2.4	2.2	4.4	-5.7	0.7	-6.4
CNC(=O)CN1C(=O)c2ccccc2S1(=O)=O	-6.2	2.6	-1.2	-13.4	1.7	-10.4	3.1	-1.8	0.4	3.7	-0.9
CCN(CC)CCN(C(=O)c1ccc(S(=O)(=O)N(C)C2CCCCC2)cc1)c1nc2c(C)cccc2s1	9.2	·	0.3	-44.1	-2.8	1.4	0.1	-0.4	-4.6	-12.0	11.3
COc1cc(C(=O)Nc2ccc(S(=O)(=O)NC(C)C)cc2)cc(OC)c1OC	2.9	-5.1	1.1	19.5	10.8	9.2	1.4	11.4	32.2	-0.2	2.9
O=C(Nc1nc(-c2cccnc2)cs1)c1ccc(S(=O)(=O)N2CCOCC2)cc1	25.5	-10.8	-0.4	4.6	3.2	-5.2	5.5	7.5	0.8	10.3	3.7
COc1ccc(S(=O)(=O)N2CCOCC2)cc1NC(=O)c1ccc(=O)[nH]c1	-6.3	-5.3	-0.3	-25.6	-3.3	8.8	·	-0.6	8.3	4.1	5.5
COCC1CCCN(C(=O)c2cc(COc3cccc4cccnc34)on2)C1 (stereo not given)	-6.5	·	-0.3	-14.0	5.4	-49.8	1.9	10.5	-19.2	1.8	20.0
Cc1cc(C)c(NC(=O)CSc2ccc(-c3ccccn3)nn2)c(C)c1	7.4	·	0.0	-16.2	2.7	-4.3	2.1	19.7	-4.7	-1.5	9.9
CCc1nc(C)cc(N)c1OCc1ccccc1	1.5	-5.6	0.9	-17.1	7.6	-4.9	1.0	20.7	-5.5	-4.5	1.9
COC(=O)c1cc2sccc2n1Cc1nc(-c2ccc(OC)cc2)oc1C	24.7	-4.7	1.5	-11.0	-3.8	-1.6	-1.8	-12.9	21.3	-4.1	5.8
Fc1ccc2c(c1)[C@H]1OCC[C@H]1[C@@H](c1ccco1)N2	-14.4	·	-2.7	-10.8	3.4	0.5	0.2	5.9	-27.5	-2.8	-3.8
Cc1cccc(C)c1OCc1cc(C(=O)NC2CCC2)no1	-37.5	-1.3	-0.5	-35.5	-2.3	-2.6	-1.5	-149.1	-117.0	7.7	-37.7
Cc1cccc(NC(=O)C(c2cccc([N+](=O)[O-])c2)N2CCCCC2)c1 (stereo not given)	13.8	-4.8	4.9	-10.9	-12.8	2.9	3.1	24.9	18.4	-7.2	1.5
COc1ccc(NC(=O)CN(C)C(=O)COc2ccccc2Cc2ccccc2)cc1	6.9	-2.2	0.4	0.4	2.1	-0.4	1.7	8.9	25.5	-10.7	4.9
COc1ccc(C(C)NC(=O)c2ccc([N+](=O)[O-])cc2)cc1OC (stereo not given)	-11.0	-4.2	0.0	5.6	1.8	-9.3	-3.4	18.0	4.1	-1.1	-2.4
O=C(COc1ncnc2ccccc12)Nc1cccc(S(=O)(=O)N2CCOCC2)c1	-0.8	-5.0	1.0	-25.4	-0.4	-1.9	0.6	21.0	7.8	-1.2	-1.5
COc1cc(NCCCCCCN)c2ncccc2c1OC	6.8	-6.1	-1.8	-5.5	-6.0	4.9	·	6.3	-5.5	4.4	7.6
CCOC(=O)c1ccc(COc2ccc(C(C)C)cc2)o1	-36.2	-14.8	-1.6	-204.1	-10.7	-7.9	2.4	22.1	-84.8	-0.9	-64.4

Arranged by the number under Peg3 prom inh (descending): 3 of the compounds above
SMILES,Peg3 prom inh
COc1ccc(NC(=O)CN(C)C(=O)COc2ccccc2Cc2ccccc2)cc1,25.5
COC(=O)c1cc2sccc2n1Cc1nc(-c2ccc(OC)cc2)oc1C,21.3
Cc1noc(C)c1CCC(=O)N1CCCC(CCC(=O)NCc2ccc(F)c(F)c2)C1 (stereo not given),-5.7

Remaining list, next part:
SMILES	Shn3 3UTR inh	CaV13 ICDI inh	iPSC survival up	NR2E3 ag-1	H9c2 protect	PDI inh	NR2E3 ag-2	HIF-2a block	Peg3 prom inh	m5-HT2A agonist	MITF TRPM1 inh
Cc1n[nH]c(C)c1CCNCc1ccc(OCC(O)CN2CCCCC2)cc1 (stereo not given)	1.5	-6.2	-0.3	7.1	-0.3	0.2	0.5	16.7	1.6	3.4	-7.8
CC(C)CN1C(=O)c2ccc(NC(=O)c3ccco3)cc2C1=O	-28.5	-2.3	-0.2	-25.7	-2.6	-1.9	-4.3	-98.8	-42.8	2.4	-31.7
Cc1c([N+](=O)[O-])c(C(=O)Nc2ccc3c(c2)OCCO3)nn1C	-9.8	-2.8	-1.4	-86.8	2.4	-5.3	2.3	33.3	-124.4	-1.0	-30.5
O=C(N/N=C/c1cccc(Oc2ccccc2)c1)c1cccc(O)c1	-19.5	·	1.4	-57.2	0.7	7.5	·	-180.7	-92.1	-3.7	-37.3
CC(=O)N1CCN(c2cc3c(cc2F)c(=O)c(C(=O)O)cn3C2CC2)CC1	-4.2	-4.8	1.0	-46.3	1.9	4.2	-1.9	8.9	14.7	-1.3	3.8
CCCCn1c(NC(=O)c2ccccc2)c(C#N)c2nc3ccccc3nc21	3.5	2.0	2.5	-9.3	-3.3	11.9	·	-20.2	38.1	-0.7	17.8
C=C(C)CNC(=S)N/N=C/c1ccccc1OCC(=O)O	-8.5	-6.5	-0.3	-3.0	2.0	2.9	-1.6	7.8	9.7	0.0	1.1
OC(COc1ccc2ccccc2c1Cl)CN1CCOCC1 (stereo not given)	-29.5	-0.8	4.8	-52.5	-0.7	4.5	3.1	-186.1	-173.0	-6.7	-65.6
O=C(Cn1c2ccccc2c(=O)c2ccccc21)Nc1cccc(F)c1	-0.7	-4.9	0.1	-0.8	-3.2	-3.7	0.4	17.4	21.1	0.0	-5.7
COc1cccc(N=Nc2c(N)[nH]n3c(=O)cc(-c4ccccc4)nc23)c1	15.2	-0.4	-2.5	12.6	40.6	-2.0	0.2	9.6	-5.6	11.7	10.7
CCC(C)n1nccc1NC(=O)C(C)OC(=O)c1cc2ccccc2[nH]1 (stereo not given)	7.1	-4.2	-0.6	-2.3	-0.4	-3.1	1.5	12.6	22.0	3.3	9.6
C=CCn1c(CCNC(=O)c2cccs2)nnc1SCC(=O)c1ccc(Cl)cc1	14.8	-10.6	-2.3	5.8	0.1	-1.7	0.7	6.0	15.2	4.7	-1.5
CC1CN(C(=O)CSc2nc(-c3ccccc3)cs2)CC(C)O1 (stereo not given)	-8.3	·	1.4	-19.6	-4.5	2.4	0.7	-41.4	-29.1	4.9	-7.0
CC(=O)Nc1ccc(C(=O)NNC(=O)CCCCC(=O)NNC(=O)c2ccc(NC(C)=O)cc2)cc1	-5.1	-4.7	-0.7	0.4	5.5	-2.2	0.2	14.7	-4.7	-4.2	1.0
Cc1cc(/C=C(/C#N)c2nc3ccccc3[nH]2)c(C)n1-c1cc(C(=O)O)cc(C(=O)O)c1	-13.4	-4.9	-0.4	-19.7	3.3	14.0	·	7.6	8.2	-1.0	9.1
CCCCC(=O)NC1(C(F)(F)F)C(=O)Nc2c1c(=O)[nH]c(=O)n2Cc1ccco1 (stereo not given)	-24.1	·	-2.5	0.2	9.8	3.0	3.1	12.8	3.2	2.5	4.7
COCCN(C(=O)c1ccc(C)c(S(=O)(=O)N2CCOCC2)c1)c1c(N)n(CC(C)C)c(=O)[nH]c1=O	-14.7	-2.3	-0.4	1.7	13.5	3.1	·	6.6	3.1	-1.9	12.8
CCC(CC)c1nnc(NC(=O)C2CCN(C(=O)c3ccco3)CC2)s1	6.8	-7.2	0.2	-13.6	0.2	-1.2	3.1	18.4	10.9	1.6	7.5
CCC(C(=O)Nc1cc(OC)c(NC(=O)c2ccccc2)cc1OC)c1ccccc1 (stereo not given)	11.1	-4.8	0.5	5.7	-3.5	14.8	-4.1	23.2	11.9	4.5	1.5
COC(=O)c1ccc(NC(=O)[C@H](C)NC(N)=O)cc1	9.0	-6.7	1.1	-22.2	-2.1	-4.3	0.7	17.3	-4.7	0.6	4.9
O=C(C1CCC(C(=O)N2CCc3ccccc32)CC1)N1CCc2ccccc21 (stereo not given)	17.9	-0.8	-2.5	-25.1	-9.6	2.0	0.1	18.7	4.6	-5.8	2.4
CN(CC(N)=O)S(=O)(=O)c1ccc(F)cc1	0.3	-8.7	0.6	-12.5	2.0	1.7	-0.5	23.4	-5.0	1.6	6.3
Cc1ccc(S(=O)(=O)CC(=O)c2ccccc2)cc1	10.0	-0.9	0.1	-27.7	1.8	-1.2	-2.9	-82.1	-70.5	2.1	-15.3
O=C(Nc1ccc(S(=O)(=O)N2CCc3ccccc3C2)cc1)C1CCCO1 (stereo not given)	6.2	-6.2	-0.4	11.5	-8.4	-1.3	-4.0	15.4	19.9	0.1	13.6
O=C(NCCOc1ccc(Cl)cc1)c1ccco1	-0.8	-18.8	-0.1	-19.1	0.9	-4.8	2.4	-58.4	-33.2	-5.3	-11.7
COc1ccc2c(c1OC)C(=O)N1C2SC(C)(C)[C@H]1C(=O)NC(C)C (stereo not given in full)	-0.3	-17.8	0.8	1.8	-3.2	9.3	-0.3	9.4	-20.5	-7.1	-33.9
CCN(CC)CC(O)COc1ccc2c(c1)OCO2 (stereo not given)	-8.5	·	5.8	-18.8	2.2	5.3	-1.7	-4.6	3.8	2.6	-2.0
